High-throughput results as filed in PubChem BioAssay.
PPARg SRC-3 ag: agonists of human PPARgamma SRC-3 coactivator recruitment | P37231 | biochemical PPARgamma/SRC-3 coactivator recruitment assay | activation, % at 8 µM | 200,000 compounds, 0.26% hits; in the data active = activation above about 23%;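 note: 0% = DMSO and 100% = reference agonist; some compounds past the cut are filed as inactive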
Target sequence (P37231 whole entry, looked up): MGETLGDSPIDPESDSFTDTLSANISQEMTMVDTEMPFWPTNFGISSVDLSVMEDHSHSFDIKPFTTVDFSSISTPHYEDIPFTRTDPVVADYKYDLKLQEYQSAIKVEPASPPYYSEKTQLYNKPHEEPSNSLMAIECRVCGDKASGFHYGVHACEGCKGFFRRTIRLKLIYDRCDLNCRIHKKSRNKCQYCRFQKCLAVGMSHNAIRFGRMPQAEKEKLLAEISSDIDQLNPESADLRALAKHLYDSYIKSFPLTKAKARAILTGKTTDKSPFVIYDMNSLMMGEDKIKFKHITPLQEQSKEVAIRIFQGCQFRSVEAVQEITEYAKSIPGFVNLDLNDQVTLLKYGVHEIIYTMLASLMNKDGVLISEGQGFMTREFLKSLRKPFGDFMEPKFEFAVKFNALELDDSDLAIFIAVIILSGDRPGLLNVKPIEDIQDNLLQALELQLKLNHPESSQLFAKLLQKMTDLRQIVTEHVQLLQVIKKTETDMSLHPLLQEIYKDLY
STAT1 inh: reduces IFN-gamma driven STAT1 reporter signal | NIH 3T3 STAT1-luciferase reporter, luminescence | inhibition, % at 5.5 µM | 200,000 compounds, 0.35% hits | AID 920;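 active = inhibition above a set limit, the mean inhibition across all tested compounds plus 3 SD, cut at about 34% in these data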;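 note: 0% = IFN-gamma with DMSO and 100% = IFN-gamma with 300 µM nifuroxazide; values of inactives mirror those of a sister screen read the other way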
TR-FRET SRC-2 ct: TR-FRET artefact, counter-screen to PPARgamma/SRC-2 agonist assay; AID 1049; hits give high values; 200,000 compounds, 0.4% hits; TR-FRET ratio at 8 µM; in the data active = TR-FRET ratio above about 2000; note: inactives centre near 1500
S1P3 antagonist: S1P3 (human) receptor antagonism. CHO S1P3 NFAT-BLA reporter, FRET fluorescence, antagonist mode. 170,000 compounds, 0.27% hits. AID 485. inhibition, % at 4.98 µM. Q99500;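 active = inhibition above the plate cutoff, the mean inhibition of test wells on that plate plus 3 SD, cut at about 28% in these data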;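 note: cells challenged with S1P at its EC80 of 0.8 µM; blue over green emission ratio from cleaved BLA substrate after 4 h stimulation; 0% = S1P-stimulated wells and 100% = unstimulated DMSO-only wells; some compounds past the cut are filed as inactive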
RAM network inh: yeast RAM network inhibition | S. cerevisiae dse1pr::URA3 reporter, 5-FOA growth OD615, 2 d; analog-sensitive cbk1-as2 kinase mutant strain | inhibition, % at 50 µM | 190,000 compounds, 1.8% hits | AID 868;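 active = inhibition above a set limit, 3 SD over mean compound inhibition, cut at about 8.4% in these data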;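 note: 0% = DMSO-only wells with no growth and 100% = 10 µM 1-NA-PP1 full growth; inhibition rescues growth on 5-FOA so higher OD means more RAM inhibition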
PPARg SRC-1 ag: PPARgamma-driven SRC-1 recruitment agonism | activation, % at 8 µM | PPARgamma-SRC-1 coactivator recruitment biochemical assay | P37231 | 200,000 compounds, 0.41% hits; in the data active = activation above about 19%;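 note: 0% = DMSO and 100% = reference agonist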
STAT3 activator: increases IL-6 driven STAT3 reporter signal | U3A cells, IL-6 STAT3-luciferase reporter, luminescence; 100% = signal with IL-6 EC80 alone | activation (% of control), % at 5.6 µM | 190,000 compounds, 0.91% hits;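 active = activation above the screen-wide mean of compound activation plus 3 SD, cut at about 130% in these data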;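 note: 0% = background luminescence of wells with medium and substrate only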
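Material: STAT3-luciferase reporter U3A cells; Probe or stimulus: IL-6 (33 ng/mL); Incubation: compound pre-incubation 1 h before IL-6, then 6 h stimulation at 37 °C; Technique: luminescence from STAT3-driven luciferase reporter; Evaluation: % activation versus median of IL-6-stimulated wells; Controls: IL-6-only high control.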
STAT3 inh: STAT3 signaling inhibition. U3A cells, IL-6 STAT3-luciferase reporter, luminescence; host cell line lacks STAT1. inhibition, % at 5.5 µM. 190,000 compounds, 0.89% hits;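 active = inhibition above the mean inhibition across all screened compounds plus 3 SD, cut at about 44% in these data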;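 note: 0% = DMSO only wells and 100% = 100 µM nifuroxazide control wells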
TLR4-MyD88 BLA: inhibitors of human TLR4-MyD88 binding | HeLa CL3-4 TLR4/MyD88 BLA complementation, FRET ratio | inhibition, % at 8.4 µM | AID 861 | 200,000 compounds, 0.18% hits; in the data active = inhibition above about 25%;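 note: 0% = vehicle and 100% = reference inhibitor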
ROMK mod: modulates human ROMK potassium channel activity | 130,000 compounds, 2% hits | Tet-inducible ROMK, thallium flux fluorescence; actives lie on both sides | P48048 | B-score at 10 µM;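 active = signal ratio slope over the read window, or its plate-corrected B-score, at least 3 SD from the plate mean, either direction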;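 note: B-score of the F/F0 ratio slope over 7 to 12 s after thallium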
Target sequence (P48048 whole entry, looked up): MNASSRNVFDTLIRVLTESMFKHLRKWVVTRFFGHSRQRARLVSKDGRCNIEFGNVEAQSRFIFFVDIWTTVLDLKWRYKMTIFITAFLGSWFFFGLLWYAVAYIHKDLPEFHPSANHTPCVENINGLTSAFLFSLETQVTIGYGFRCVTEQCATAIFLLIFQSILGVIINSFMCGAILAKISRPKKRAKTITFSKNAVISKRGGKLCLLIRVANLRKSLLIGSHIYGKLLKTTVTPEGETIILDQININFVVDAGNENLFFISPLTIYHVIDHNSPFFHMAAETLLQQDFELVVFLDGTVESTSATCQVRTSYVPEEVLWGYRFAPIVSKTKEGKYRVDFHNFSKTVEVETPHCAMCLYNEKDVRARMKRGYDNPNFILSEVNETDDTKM
PPARg SRC-2 ag: promotes SRC-2 coactivator recruitment by human PPARgamma | activation, % at 8 µM | PPARgamma LBD-SRC-2 recruitment, biochemical | P37231 | AID 1032 | 200,000 compounds, 0.34% hits; in the data active = activation above about 22%;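 note: 0% = vehicle and 100% = reference agonist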
An asterisk follows results filed as active; x = not tested or not shown.

SMILES	PPARg SRC-3 ag	STAT1 inh	TR-FRET SRC-2 ct	S1P3 antagonist	RAM network inh	PPARg SRC-1 ag	STAT3 activator	STAT3 inh	TLR4-MyD88 BLA	ROMK mod	PPARg SRC-2 ag
CCOC(=O)c1csc(NC(=O)CSc2nnnn2-c2ccc(OC)c(OC)c2)n1	-11	-8	1473	x	1.8	-1	101	-3	2	0.0087	0
CN(Cc1ccccn1)Cc1nc(-c2ccc(Cl)cc2)no1	3	-8	1389	5	1.0	2	99	4	16	0.95	1
CCCCC(=O)Nc1ccc(NC(=O)c2ccc3c(c2)OCO3)cc1OC	3	2	1765	8	3.7	6	91	15	-9	x	14
O=C(NCc1cccnc1)c1ccccc1-c1ccccc1	-2	-5	1557	-18	1.2	0	96	10	10	0.48	6
CCOc1ccc(Cn2nnc(C(=O)NCc3ccccc3)c2N)cc1	6	19	1599	-28	2.9	8	88	22	4	x	3
NC(=O)NC(=O)CSc1cccc(C(F)(F)F)c1	-14	0	1304	4	1.8	-16	104	0	13	x	-5
CC(=O)N(CC1CCCO1)c1nnc(-c2ccccn2)s1 (stereo not drawn)	-3	-2	1511	3	-0.8	7	93	14	5	x	3
Cc1ccc(NC(=O)CNS(=O)(=O)c2ccc(F)cc2)cc1C	8	-1	1542	13	1.9	0	94	13	-3	x	4
CCc1ccc2nc3nc(C)cc(C)c3c(N)c2c1	8	-39	1530	x	-0.6	-4	109	-5	-11	x	10
CCOc1ccc2nc(NCCO)[nH]c2c1	11	7	1550	-14	0.1	7	99	3	-7	1.2	11
COCCn1c(=NC(=O)C(C)(C)C)sc2cc([N+](=O)[O-])ccc21	4	6	1462	-9	2.5	-2	94	11	2	0.42	-2
CC(NC(=O)c1ccccc1)C(=O)NC1=NCCS1 (stereo not drawn)	-7	4	1445	-7	0.1	8	104	2	10	x	-6
O=C(OCCNC(=O)c1ccc2ccccc2n1)c1ccc(F)cc1	-5	4	1482	x	0.3	-9	102	-2	-1	x	0
O=C(CCCSc1nnnn1-c1cccc2ccccc12)c1ccc(F)cc1	7	14	1542	x	9.4*	7	94	15	0	x	4
CC(=O)Oc1ccc(-c2cccc(C(=O)N(C)c3ccc(O)cc3)c2)cc1	-1	2	1542	-15	0.4	2	91	15	-6	0.056	6
Cc1c(Cc2ccccc2)sc(/N=C/c2c(O)ccc3ccccc23)c1C(N)=O	3	-7	1547	-6	3.9	-7	100	-4	0	x	6
O=[N+]([O-])c1ccc(-c2nnc(CSc3nc(-c4ccccc4)nc4ccc(F)cc34)o2)cc1	2	6	1756	x	x	5	110	-9	17	-0.75	3
O=C(CN1CCC(C(=O)c2ccc(F)cc2)CC1)Nc1ccc(F)cc1	-6	7	1520	x	1.6	-4	88	18	-13	x	7
CCC(C)C(NC(=O)C1CCC(C)CC1)C(=O)NCc1ccccn1 (stereo not drawn)	-2	2	1259	x	0.4	1	105	-9	2	0.026	-6
Cc1cc(C)c2c(CC(=O)N(CCC#N)Cc3cccnc3)coc2c1	-5	3	1775	-8	-1.2	-3	96	9	-7	x	3
Nc1nc(CSc2ncn(-c3ccccc3)n2)cs1	-13	-35	1412	-10	1.9	0	109	-5	-6	x	-2
Cc1cc(-c2n[nH]c(=S)n2/N=C/c2ccc(C)s2)n[nH]1	4	-1	1509	1	2.7	2	95	4	-16	0.61	-3
COc1cc(C(=O)N2CCN(c3ncnc4sc(C)c(C)c34)CC2)cc(OC)c1OC	-2	37*	1625	-9	-0.1	-1	62	52*	8	x	2
O=C(NCCc1ccc(Cl)cc1)c1cnccn1	2	0	1594	-12	2.0	10	94	12	-4	-0.41	6
NS(=O)(=O)c1ccc(CNS(=O)(=O)c2cc(C(=O)O)ccc2Cl)cc1	-3	-14	1451	5	-0.5	2	107	-4	9	0.47	3

Quoted from the listing for reference:
SMILES	PPARg SRC-3 ag	STAT1 inh	TR-FRET SRC-2 ct	S1P3 antagonist	RAM network inh	PPARg SRC-1 ag	STAT3 activator	STAT3 inh	TLR4-MyD88 BLA	ROMK mod	PPARg SRC-2 ag
Cc1ccc(NC(=O)CNS(=O)(=O)c2ccc(F)cc2)cc1C	8	-1	1542	13	1.9	0	94	13	-3	x	4
CCc1ccc2nc3nc(C)cc(C)c3c(N)c2c1	8	-39	1530	x	-0.6	-4	109	-5	-11	x	10
CCOc1ccc2nc(NCCO)[nH]c2c1	11	7	1550	-14	0.1	7	99	3	-7	1.2	11
COCCn1c(=NC(=O)C(C)(C)C)sc2cc([N+](=O)[O-])ccc21	4	6	1462	-9	2.5	-2	94	11	2	0.42	-2
CC(NC(=O)c1ccccc1)C(=O)NC1=NCCS1 (stereo not drawn)	-7	4	1445	-7	0.1	8	104	2	10	x	-6
O=C(OCCNC(=O)c1ccc2ccccc2n1)c1ccc(F)cc1	-5	4	1482	x	0.3	-9	102	-2	-1	x	0
O=C(CCCSc1nnnn1-c1cccc2ccccc12)c1ccc(F)cc1	7	14	1542	x	9.4*	7	94	15	0	x	4
CC(=O)Oc1ccc(-c2cccc(C(=O)N(C)c3ccc(O)cc3)c2)cc1	-1	2	1542	-15	0.4	2	91	15	-6	0.056	6
Cc1c(Cc2ccccc2)sc(/N=C/c2c(O)ccc3ccccc23)c1C(N)=O	3	-7	1547	-6	3.9	-7	100	-4	0	x	6
O=[N+]([O-])c1ccc(-c2nnc(CSc3nc(-c4ccccc4)nc4ccc(F)cc34)o2)cc1	2	6	1756	x	x	5	110	-9	17	-0.75	3
O=C(CN1CCC(C(=O)c2ccc(F)cc2)CC1)Nc1ccc(F)cc1	-6	7	1520	x	1.6	-4	88	18	-13	x	7

Other compounds:
SMILES	PPARg SRC-3 ag	STAT1 inh	TR-FRET SRC-2 ct	S1P3 antagonist	RAM network inh	PPARg SRC-1 ag	STAT3 activator	STAT3 inh	TLR4-MyD88 BLA	ROMK mod	PPARg SRC-2 ag
O=C(NCC1CCCO1)C1CCN(C(=O)c2ccc(Cl)cc2)CC1 (stereo not drawn)	-6	-1	1523	-11	0.0	-1	105	-4	-5	0.31	13
CCOC(=O)c1[nH]c2ccccc2c1NC(=O)C1CCCCC1	-7	5	1630	x	2.2	-6	101	0	16	0.75	8
CCCN(c1ccc(OCC)cc1)S(=O)(=O)c1ccc2c(c1)CCN2C(=O)CCC(=O)O	3	-1	1418	-9	6.7	6	105	-4	-16	0.96	1
CC(C)(C)n1cnc(C(N)=O)c1N	2	0	1522	-3	0.8	7	98	1	-5	0.00026	-2
CCCCOC(=O)c1ccc(NC(=S)NC(=O)c2c(Cl)cnn2C)cc1	3	1	1469	x	16*	0	91	12	-1	x	-6
COc1cccc(N2CCN(C(=O)c3ccc(CSc4nc5ccncc5[nH]4)cc3)CC2)c1	2	9	1337	-2	-0.7	-1	89	13	4	-2.2	-5
CN=C(C)c1c(O)c2ccccc2oc1=O	3	-3	1571	x	-0.7	-2	102	4	-3	0.5	-2
CCCc1n(CC(O)COC2CCCCC2)c2ccccc2[n+]1C (stereo not drawn)	0	-1	1473	-11	0.8	1	97	6	0	-0.075	-2
CC(C)(C)C(=O)N1CCC(O)(CS(=O)(=O)Cc2ccccc2)CC1	4	-4	1572	-1	4.2	7	109	-5	-10	-0.51	-5
CCCCSc1nnc(-c2cc3c(C(F)(F)F)nn(C)c3s2)n1C	10	1	1632	x	5.5	2	94	13	2	x	9
CC(/C=N\NC(=O)c1ccc(C)nc1)=C\c1ccccc1	6	0	1440	1	0.9	3	93	12	-9	-0.34	2
c1csc(C2=Nn3c(nnc3-c3ccncc3)SC2)c1	0	4	1551	x	-0.8	5	91	15	-1	x	11
O=C(CNC(=S)NC(=O)c1ccc(Cl)cc1)c1ccccc1	4	-2	1324	-5	4.9	-3	102	-2	-5	x	-2
Cc1csc(=Nc2ccccc2)n1C	-5	-4	1572	-1	1.7	0	102	0	-9	0.72	-3
CNC(=O)C1C2C=CC3(O2)C1C(=O)N(CCOC)C3C(=O)NCc1ccc(OC)cc1 (stereo not drawn)	-1	8	1701	x	1.4	3	90	18	-1	x	3
Cc1ccc2nc(Cl)c(C3CC(c4cccs4)=NN3C(=O)CCC(=O)O)cc2c1 (stereo not drawn)	-2	2	1470	-15	-0.1	7	100	2	-2	x	-5
CC(=O)Nc1ccc(CN2CCN(CC(C)C)C(CCO)C2)cc1 (stereo not drawn)	2	3	1527	-8	0.4	8	107	4	13	-0.022	3
COc1ccc(NC(=O)N2CCC(NC(=O)c3ccco3)CC2)cc1	0	-2	1632	-12	0.7	1	94	11	-10	0.15	3
CC(C)CC(=O)NC(=S)Nc1sc2c(c1C(N)=O)CCC2	5	-51	1505	-3	5.9	8	105	-1	-5	0.39	6
CC(C)CC(=O)N1CCN(Cc2cccc([N+](=O)[O-])c2)CC1	5	8	1648	-6	0.6	2	90	14	-19	-0.033	7
CSc1ccc(/C=C/C(=O)NC23CC4CC(CC(C4)C2)C3)cc1	-3	-21	1560	6	2.5	-6	115	-22	-7	0.71	1
Fc1ccc(CN(Cc2ccccc2)C(c2cccs2)c2nnnn2C2CCCCC2)cc1 (stereo not drawn)	1	5	1522	x	7.4	2	96	5	9	-0.062	0
Cc1cc(Br)ccc1NC(=O)CNC(=O)CSc1n[nH]c(N)n1	0	7	1665	0	1.7	4	101	2	-10	0.037	3
CCn1cnc2sc(C(=O)N3CCN(Cc4ccc5c(c4)OCO5)CC3)c(C)c2c1=O	-3	-1	1475	14	2.3	-4	101	1	-14	x	3
Fc1ccc(C2CC(c3ccco3)=Nc3ccccc3S2)cc1 (stereo not drawn)	6	0	1460	-11	3.9	3	106	6	-5	0.46	4

Following part:
SMILES	PPARg SRC-3 ag	STAT1 inh	TR-FRET SRC-2 ct	S1P3 antagonist	RAM network inh	PPARg SRC-1 ag	STAT3 activator	STAT3 inh	TLR4-MyD88 BLA	ROMK mod	PPARg SRC-2 ag
Cn1c(=O)c(-c2ccccc2)c(O)c2ccccc21	0	-10	1525	-17	0.0	3	106	-5	-7	0.36	-6
O=C1N(C2CCCC2)C[C@@H]2C[C@@H](c3cccn3-c3nccs3)N3CCC[C@@]123	4	-6	1585	-13	0.3	-2	106	-1	-5	2.2	3
COC(=O)c1cc(COC(=O)c2nc3nc(C)cc(C)n3n2)oc1C	-1	-3	1507	-14	1.1	2	103	1	0	0.5	-3
COc1ccc(/C=N/Nc2ccc(C(F)(F)F)cc2[N+](=O)[O-])cc1	1	11	1522	-14	1.6	-4	99	0	13	x	-5
O=C(C1=C[C@H](C2CC2)C[C@H](OCc2ccc(CO)cc2)O1)N1CCN(Cc2ccccc2)CC1	-6	5	1533	-9	0.2	9	x	x	-6	x	8
CCCNS(=O)(=O)/C=C/c1ccccc1	2	-5	1537	4	1.8	-4	102	-1	-12	-0.44	2
